LYPLA2 inh: LYPLA2 (human) inhibition in PME1 counter-screen; recombinant LYPLA2, FP-Rh probe fluorescence polarization; 320,000 compounds, 0.38% hits; inhibition, % at 5.9 µM;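 active means inhibition above the screen-wide mean plus 3 SD, limit set per campaign, cut at about 26% in these data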;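 further: 0% = LYPLA2 with DMSO and 100% = wells lacking LYPLA2 enzyme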
PAFAH2 inh: PAFAH2 (human) inhibition. recombinant PAFAH2, FP-rhodamine activity probe, fluorescence polarization. inhibition, % at 3.39 µM. 340,000 compounds, 0.99% hits;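 active means inhibition above the mean over all tested compounds plus 3 SD, cut at about 30% in these data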;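 further: inhibitors block probe labeling of enzyme so polarization drops; 0% = enzyme with DMSO and 100% = wells lacking PAFAH2 protein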
PAD4 inh: PAD4 (human) enzyme inhibition; Q9UM07; AID 485272; 330,000 compounds, 0.41% hits; recombinant PAD4, RCA probe fluorescence polarization; inhibition, % at 6.36 µM;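 active means percent inhibition above a cutoff equal to the mean of all tested compounds plus 3 SD, cut at about 15% in these data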;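 further: 0% = PAD4 with RCA probe and DMSO and 100% = probe without PAD4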
Target sequence (Q9UM07 whole entry, looked up): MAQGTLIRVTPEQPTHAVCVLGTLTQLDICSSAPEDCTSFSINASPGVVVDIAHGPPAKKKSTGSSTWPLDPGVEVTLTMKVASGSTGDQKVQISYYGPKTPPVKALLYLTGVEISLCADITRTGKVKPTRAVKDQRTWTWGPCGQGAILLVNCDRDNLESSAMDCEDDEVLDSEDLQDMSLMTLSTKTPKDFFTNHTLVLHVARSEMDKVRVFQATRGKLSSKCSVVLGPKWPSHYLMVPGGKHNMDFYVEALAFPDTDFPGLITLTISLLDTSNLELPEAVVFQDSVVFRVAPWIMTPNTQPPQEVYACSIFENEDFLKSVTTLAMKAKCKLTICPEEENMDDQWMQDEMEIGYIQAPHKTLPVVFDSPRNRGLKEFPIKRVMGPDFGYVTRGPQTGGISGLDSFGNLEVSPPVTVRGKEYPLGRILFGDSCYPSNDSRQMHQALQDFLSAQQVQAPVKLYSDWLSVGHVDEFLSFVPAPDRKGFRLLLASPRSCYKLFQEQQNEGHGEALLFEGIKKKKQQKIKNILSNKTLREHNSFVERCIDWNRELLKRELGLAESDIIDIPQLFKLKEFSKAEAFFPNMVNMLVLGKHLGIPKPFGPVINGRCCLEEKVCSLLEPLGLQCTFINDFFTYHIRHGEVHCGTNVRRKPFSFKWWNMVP
PAFAH1B2 FP inh: inhibitors of human PAFAH1B2; P68402; recombinant PAFAH1B2, FP-rhodamine activity probe, fluorescence polarization; inhibition, % at 3.39 µM; 340,000 compounds, 1.2% hits; AID 492953;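 active means inhibition above the mean of all tested compounds plus 3 SD, cut at about 24% in these data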;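 further: 0% = enzyme with DMSO and 100% = wells lacking PAFAH1B2; many of its hits are not listed in these tables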
pPAFAH FP inh: pPAFAH (human) enzyme inhibition; Q13093; recombinant pPAFAH, FP-rhodamine probe fluorescence polarization; inhibition, % at 3.39 µM; 330,000 compounds, 1.5% hits; AID 463082;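 active means inhibition above the mean inhibition across the screen plus 3 SD, cut at about 25% in these data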;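 further: inhibitors block binding of the rhodamine activity-based probe so polarization drops; 0% = enzyme with DMSO and 100% = wells lacking pPAFAH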
GSTO1 inh: counter-screen for RBBP9 inhibitors: inhibitors of human GSTO1; inhibition, % at 5.96 µM; 300,000 compounds, 1.1% hits; recombinant GSTO1, activity-based probe fluorescence polarization; AID 1974; P78417;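 active means inhibition above the campaign mean inhibition plus 3 SD, cut at about 35% in these data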;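 further: 0% = GSTO1-1 with DMSO and 100% = wells lacking GSTO1-1 enzyme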
PAFAH1B3 FP inh: PAFAH1B3 (human) inhibition | Q15102 | recombinant PAFAH1B3, FP-rhodamine probe, fluorescence polarization | inhibition, % at 3.39 µM | 340,000 compounds, 0.28% hits | AID 492972;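 active means inhibition above the screen-wide average of all tested compounds plus 3 SD, cut at about 25% in these data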;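 further: 0% = enzyme with DMSO only and 100% = wells lacking PAFAH1B3 protein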
LYPLA1 counter: LYPLA1 (human) inhibition in PME1 counter-screen. O75608. recombinant LYPLA1, FP-Rh probe fluorescence polarization. inhibition, % at 5.9 µM. 320,000 compounds, 0.16% hits. AID 2174;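 active means inhibition above the mean of all tested compounds plus 3 SD, set per campaign, cut at about 14% in these data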;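 further: inhibitors block serine hydrolase probe labeling of LYPLA1 so polarization falls; 0% = enzyme with DMSO and 100% = wells lacking LYPLA1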
PME-1 primary: PME-1 (human) inhibition; Q9Y570; recombinant PME-1, FP-Rh probe fluorescence polarization; inhibition, % at 5.9 µM; 320,000 compounds, 0.53% hits; AID 2130;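 active means inhibition above the campaign mean of all compounds plus 3 SD, cut at about 26% in these data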;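 further: competitive labeling of PME-1 active site by serine hydrolase directed probe; 0% = PME-1 with DMSO and 100% = wells lacking PME-1 enzyme; inhibitors block probe labeling so polarization falls and inhibition rises; many of its hits are not listed in these tables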
Active calls of the source: *; . = no result given. These rows are one share of the data. The share of hits here may be higher or lower than overall.

SMILES	LYPLA2 inh	PAFAH2 inh	PAD4 inh	PAFAH1B2 FP inh	pPAFAH FP inh	GSTO1 inh	PAFAH1B3 FP inh	LYPLA1 counter	PME-1 primary
Nc1c(Cl)ncnc1N/N=C/c1ccc2ccccc2n1	0.1	2.0	7.0	6.5	19.9	9.2	5.3	4.9	19.9
N#CC1=C(Nc2ccccc2)SC=C(c2ccc(Br)cc2)N=C1N1CCOCC1	-1.6	-11.1	-5.3	5.3	0.1	6.1	7.2	1.8	2.0
CC1(C)O[C@@H]2[C@H](O1)[C@@H](CO)O[C@H]2n1cnc2c(N)ncnc21	3.4	-2.8	2.7	4.7	0.1	.	5.9	0.7	-2.9
Cc1ccc(Cn2c(SCC(=O)N3CC(=O)Nc4ccccc43)nc3ccccc3c2=O)cc1	-14.5	-26.0	-6.6	-11.8	-0.5	-7.9	-9.1	-9.9	-13.2
CCN(CC)C(=O)C1=C(C)NC(=O)NC1c1ccccc1F (configuration not stated)	-14.8	.	-0.2	.	-12.0	7.7	.	-4.9	-15.7
O=C(NCCc1ccccc1)Nc1cccc(Cl)c1	3.4	2.7	2.9	3.5	-2.1	0.1	10.8	-7.2	1.2
COc1ccc(CC(=O)Nc2ccc3c(c2)OCO3)cc1S(=O)(=O)N1CCOCC1	1.8	3.0	0.2	7.1	4.4	6.8	5.7	-0.4	2.3
COC(=O)C(NC(=O)c1ccccc1Cl)(Nc1ncc(S(=O)(=O)c2ccc([N+](=O)[O-])cc2)s1)C(F)(F)F (configuration not stated)	-1.5	2.3	2.9	25.7*	1.9	-0.8	6.2	-5.1	10.0
COc1ccc2cc3cc(C(=O)N4CCN(c5ccccn5)CC4)oc3nc2c1	9.3	1.6	-5.4	1.4	6.0	1.9	-5.2	1.1	3.3
Cc1cccc(-c2nc3sc(C)cc3c(=O)o2)c1	0.0	73.5*	2.5	-5.5	33.1*	-17.9	-6.2	-5.9	-8.1
O=C(O)CCNC(=O)C12CC3CC(CC(C3)C1)C2	2.5	0.7	-1.6	20.7	-8.6	7.1	10.3	0.4	-10.6
O=C(CC1Oc2ccccc2NC1=O)NCCCN1CCN(Cc2ccccc2)CC1 (configuration not stated)	-1.8	4.2	3.3	5.8	-5.4	1.9	-0.3	-1.6	2.5
O=C1CC2(CCCC2)Oc2ccc(F)cc21	3.2	1.3	0.2	4.2	-0.8	2.2	-6.4	-1.8	-1.7
CC(=O)N(CCc1ccccc1)Cc1cc2ccc(C)c(C)c2[nH]c1=O	0.3	9.9	-6.6	4.1	-3.1	3.9	0.7	-0.2	1.2
Cc1c(Cl)cccc1NS(=O)(=O)c1ccc(-c2ccc(=O)[nH]n2)o1	2.5	3.6	-2.2	-3.6	15.0	9.7	1.5	2.8	8.6
CCOC(=O)C(C)Sc1nc2c(c(=O)[nH]c(=O)n2C)n1Cc1ccc(Cl)cc1 (configuration not stated)	0.3	-2.3	-1.6	3.6	-0.4	-4.0	0.1	0.1	5.5
CCOc1ccc(S(=O)(=O)NCCCN2CCOCC2)cc1	6.0	5.9	2.5	7.0	2.8	1.0	10.8	-4.1	1.1
O=c1c(C/C=C/c2ccccc2)c(O)ccn1Cc1ccc(Cl)cc1Cl	-6.8	6.7	-7.6	4.7	3.1	-8.4	5.5	-5.0	2.3
Cc1ccccc1Nc1nc(N)nc(COC(=O)c2ccc(S(=O)(=O)N(C)C)cc2)n1	-1.8	3.9	-0.3	3.6	1.1	1.5	0.8	-1.6	-1.4
COc1cc(/C=C(/C(=O)c2cccs2)c2nc3ccccc3[nH]2)ccc1O	-4.3	9.5	-0.9	2.2	3.4	2.5	2.5	-7.5	-5.0
COc1cccc(-c2nc(-c3ccc4c(c3)-c3ccccc3S4(=O)=O)c(-c3ccccc3)[nH]2)c1OC	11.6	-4.5	3.8	-4.5	4.5	-10.8	-8.4	-5.3	-8.6
NS(=O)(=O)c1ccc(NC(=O)c2ccc3c(c2)OCO3)cc1	-1.7	4.8	-2.5	8.9	5.6	2.5	11.9	0.1	1.7
C[C@H]1CN([C@@H](C)CO)C(=O)c2cccc(NC(=O)C3CC3)c2O[C@H]1CN(C)CC1CCCCC1	.	-1.2	1.5	5.4	3.7	.	4.1	.	.
Cc1ccc2nc(NS(C)(=O)=O)sc2c1	-0.1	7.6	-0.6	0.3	-4.8	8.4	7.7	-0.2	1.2
NS(=O)(=O)c1ccc(NC(=O)CSc2nc3ccccc3[nH]2)cc1	0.9	-0.9	-2.5	2.7	-0.9	2.7	6.9	-0.1	-15.9
The results go on.
SMILES	LYPLA2 inh	PAFAH2 inh	PAD4 inh	PAFAH1B2 FP inh	pPAFAH FP inh	GSTO1 inh	PAFAH1B3 FP inh	LYPLA1 counter	PME-1 primary
O=C(NCC1CCN(c2ccc(S(=O)(=O)N3CCOCC3)cc2)CC1)Nc1ccccc1	-0.8	0.1	-9.4	3.4	0.8	-10.0	3.1	-3.0	0.3
CCOCCCNC(=O)c1ccccc1SCC	3.5	4.0	-0.4	-3.8	-1.2	2.5	-2.1	2.2	-0.7
CN(Cc1ccccc1)C(=O)COC(=O)C1CCN(S(=O)(=O)c2ccc(Cl)c(C(F)(F)F)c2)CC1	1.7	10.0	-5.6	-0.8	6.6	-4.4	10.2	3.6	2.6
Cc1cccc(NS(=O)(=O)c2ccc3[nH]c(=O)cc(C(=O)OC(C)C(=O)Nc4ccc([N+](=O)[O-])cc4)c3c2)c1 (configuration not stated)	-99.7	-47.8	3.6	-7.3	17.7	14.2	-13.3	-38.2	-58.9
COc1ccccc1NC(=O)c1cccs1	2.7	-5.8	-6.0	0.3	0.5	-4.5	4.8	-0.5	-3.1
COCCN(CCOC)S(=O)(=O)c1ccc(C(=O)Nc2nc(-c3ccccc3)c(C(=O)c3ccccc3)s2)cc1	-17.4	18.1	-3.3	-1.5	4.6	-69.3	8.5	-18.1	-20.6

12 entries from above, with values under each structure.
Every second line gives: LYPLA2 inh	PAFAH2 inh	PAD4 inh	PAFAH1B2 FP inh	pPAFAH FP inh	GSTO1 inh	PAFAH1B3 FP inh	LYPLA1 counter	PME-1 primary
> CCOc1ccc(S(=O)(=O)NCCCN2CCOCC2)cc1
  6.0	5.9	2.5	7.0	2.8	1.0	10.8	-4.1	1.1
> O=c1c(C/C=C/c2ccccc2)c(O)ccn1Cc1ccc(Cl)cc1Cl
  -6.8	6.7	-7.6	4.7	3.1	-8.4	5.5	-5.0	2.3
> Cc1ccccc1Nc1nc(N)nc(COC(=O)c2ccc(S(=O)(=O)N(C)C)cc2)n1
  -1.8	3.9	-0.3	3.6	1.1	1.5	0.8	-1.6	-1.4
> COc1cc(/C=C(/C(=O)c2cccs2)c2nc3ccccc3[nH]2)ccc1O
  -4.3	9.5	-0.9	2.2	3.4	2.5	2.5	-7.5	-5.0
> COc1cccc(-c2nc(-c3ccc4c(c3)-c3ccccc3S4(=O)=O)c(-c3ccccc3)[nH]2)c1OC
  11.6	-4.5	3.8	-4.5	4.5	-10.8	-8.4	-5.3	-8.6
> NS(=O)(=O)c1ccc(NC(=O)c2ccc3c(c2)OCO3)cc1
  -1.7	4.8	-2.5	8.9	5.6	2.5	11.9	0.1	1.7
> C[C@H]1CN([C@@H](C)CO)C(=O)c2cccc(NC(=O)C3CC3)c2O[C@H]1CN(C)CC1CCCCC1
  .	-1.2	1.5	5.4	3.7	.	4.1	.	.
> Cc1ccc2nc(NS(C)(=O)=O)sc2c1
  -0.1	7.6	-0.6	0.3	-4.8	8.4	7.7	-0.2	1.2
> NS(=O)(=O)c1ccc(NC(=O)CSc2nc3ccccc3[nH]2)cc1
  0.9	-0.9	-2.5	2.7	-0.9	2.7	6.9	-0.1	-15.9
> O=C(NCC1CCN(c2ccc(S(=O)(=O)N3CCOCC3)cc2)CC1)Nc1ccccc1
  -0.8	0.1	-9.4	3.4	0.8	-10.0	3.1	-3.0	0.3
> CCOCCCNC(=O)c1ccccc1SCC
  3.5	4.0	-0.4	-3.8	-1.2	2.5	-2.1	2.2	-0.7
> CN(Cc1ccccc1)C(=O)COC(=O)C1CCN(S(=O)(=O)c2ccc(Cl)c(C(F)(F)F)c2)CC1
  1.7	10.0	-5.6	-0.8	6.6	-4.4	10.2	3.6	2.6
